CXXC DNA block – inhibitors of human MLL CXXC domain-DNA interaction | 290,000 tested, 0.037% active | Q03164 | MLL-CXXC / FITC-HOXA9 DNA fluorescence polarization | Potency, µM (top dose mostly 115 µM), for inactives: at the top dose activity change, negative = inhibition, most hits filed as inhibitors; active = well fitted inhibition curve with a large enough effect in the polarisation, with a control signal flat, not every such curve was filed as active; inconclusive = small, poorly fitted or top-dose-only effect, or effect the other way, or a change in a side signal; inactive = no such curve, though single readings can be large or run the other way; the % refers to the polarisation; note: potency is the fitted concentration of half-maximal effect
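Fluorescence polarization: 7 uM MLL-CXXC (stock) preincubated 5 min with compounds, then 50 nM fluorescein-HOX-A9 DNA (stock) added; 30 min ambient. Buffer 50 mM Tris-HCl pH 7.5, 50 mM NaCl, 1 mM DTT, 0.05% BSA.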
GALK inh – blocks human galactokinase activity | Purified GALK, Kinase-Glo residual ATP luminescence | Potency, µM (titrated, usually from 57.5 µM), without a hit: top-dose activity change, negative = inhibition, hits mostly inhibitors | 270,000 tested, 0.007% active | AID 1868; note: potency is the fitted concentration of half-maximal effect; % is set by controls: 0 for no effect and ±100 for the full control effect
Target sequence (P51570 whole entry, looked up): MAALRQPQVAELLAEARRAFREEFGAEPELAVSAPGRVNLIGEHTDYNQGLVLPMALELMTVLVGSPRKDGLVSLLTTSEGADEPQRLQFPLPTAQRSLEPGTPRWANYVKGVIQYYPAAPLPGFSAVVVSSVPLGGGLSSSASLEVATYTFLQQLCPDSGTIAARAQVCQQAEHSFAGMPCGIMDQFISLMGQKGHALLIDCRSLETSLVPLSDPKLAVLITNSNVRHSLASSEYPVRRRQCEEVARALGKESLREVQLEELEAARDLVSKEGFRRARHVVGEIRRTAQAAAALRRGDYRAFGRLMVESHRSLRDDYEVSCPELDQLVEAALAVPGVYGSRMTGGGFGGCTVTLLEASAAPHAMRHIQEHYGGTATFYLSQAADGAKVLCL
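Compounds were pin-transferred into ATP buffer (35 uM final), then GALK plus galactose (5 nM, 100 uM final) was added. After 1 h at room temperature, Kinase-Glo Plus was added and luminescence read after 10 min.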
hERG WT inh – KCNH2 (human, wildtype) channel inhibition. activity change, % at 1.84 µM. 340,000 tested, 0.37% active. Q12809. U2OS, BacMam KCNH2, thallium flux FluxOr; active compounds read low;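 active = maximum activity change below -70%; inconclusive = maximum activity change between -70% and -50%; inactive = maximum activity change above -50%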; note: % is set by controls: 0 for no effect and ±100 for the full control effect
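U2OS cells were transduced with wild-type KCNH2 virus (2.03 x 10^8 / mL) for 4 h at room temperature, then cultured overnight at 37 C. Thallium flux was read with FluxOr dye. Rate constants were normalized to DMSO controls.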
TSHR antagonist – human thyrotropin receptor antagonism. activity change, negative = inhibition, % at 11.5 µM. 330,000 tested, 0.2% active. TSHR-expressing cells, TSH-stimulated cAMP HTRF, 2 h; active compounds read low. P16473;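 active = activity change below a set negative limit, meaning inhibition stronger than a set level, cut at about -70% in these data; inconclusive = activity change between two set negative limits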; note: % is set by controls: 0 for no effect and ±100 for the full control effect
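Antagonism was scored as loss of TSH-driven cAMP in TSHR cells, stimulated with 4nM TSH (EC80) for 2 hours at 37 deg C and detected by homogeneous HTRF competition immunoassay.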
BCR signal inh – blocks chronic active B-cell receptor signaling. ABC-DLBCL IkBa-CBG/CBR reporter, luminescence ratio, 4 h. Potency, µM (series often up to 46.1 µM), without a hit: top-dose ratio change, negative = lower green/red ratio, most hits filed as inhibitors. 340,000 tested, 0.05% active. AID 493014; active = well fitted inhibition curve with a large enough effect in the signal ratio, with a control signal flat, not every such curve was filed as active; inconclusive = small, poorly fitted or top-dose-only effect, or effect the other way, or a change in a side signal; the % refers to the signal ratio;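 note: potency is the fitted concentration of half-maximal effect; plate controls were basal doxycycline-induced cells for no effect and cells given 10 µM MG132 for full effect; MG132 reads +100%, hits lower the ratio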
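Compounds up to 46 uM were incubated four hours with TMD8 cells whose green CBG68 luciferase is fused to IkappaBalpha; red CBR luminescence normalised the signal, and concentration-effect curves were fitted to fusion, red and ratio data.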
AT treatment – potential ataxia-telangiectasia treatments restoring KAP-1 phosphorylation | […] A-T fibroblasts, KAP-1 phosphorylation AlphaLISA; neocarzinostatin DNA damage 30 min before lysis | Potency, µM (doses to about 57.5 µM), for the others: at the top dose activation, most hits filed as activators | 320,000 tested, 0.19% active; note: potency is the fitted concentration of half-maximal effect; % of control where 0% means no effect; nearly all actives have a fitted effect of over 45% in size
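ATM-like activity read as KAP-1 phosphorylation via AlphaLISA donor/acceptor antibody pairs after lysis and 6 hr at 25C. Cells were ATM-null patient fibroblasts ([…], hTERT), dosed 60 min, then exposed to the DSB inducer NCS for 30 min.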
TCR activator – T cell receptor activation | primary human leukocytes, anti-CD3, IL-2 HTRF, 48 h | Potency, µM (series often up to 9.22 µM), inactives show at the top dose activation of IL-2 secretion, hits mostly activators | 330,000 tested, under 10 active; note: % of control where 0% means no effect
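Primary human leukocytes receive a-CD3 beads and test compound and are incubated 48 hr. Secreted IL-2 is then assayed by HTRF, measuring 665nm acceptor emission after 320nm excitation of the europium donor.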
Giardia killer – Giardia lamblia killing; Giardia lamblia trophozoite viability; activity change, % at 7.66 µM, hits read low; 340,000 tested, 0.15% active; in the data active = activity change below about -80%; inconclusive = between about -30% and that limit;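 note: parasites exposed to compound for two days anaerobically before the ATP read; % is set by controls: 0 for no effect and ±100 for the full control effect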
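Media and compound were dispensed first, then trophozoites at 100 cells/well; plates sat 48 hrs at 37 deg C without oxygen before ATP luminescence reagent was added and read after 15-30 min at room temperature.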
FBPA coupling cs – inhibits coupling enzyme system, counter-screen for aldolase hits. activity change, negative = inhibition, % at 58.2 µM, hits read low. coupling enzyme system counterscreen, AmpLite Red fluorescence. AID 2472. 290,000 tested, 0.67% active; in the data active = activity change below about -30%; note: % is set by controls: 0 for no effect and ±100 for the full control effect
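Fluorescence at 525 nm excitation and 598 nm emission measured inhibition of the coupled detection system without aldolase. Compounds (at 57.5 uM final) were preincubated 10 min at room temperature with coupling enzyme reagent before a 20 min substrate/AmpLite Red step.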
Tb PFK inh – blocks T. brucei phosphofructokinase; O15648; T. brucei PFK, ADP-Glo luminescence; Potency, µM (top dose mostly 57.5 µM), inactives show at the highest dose activity, negative = inhibition, hits mostly inhibitors; 330,000 tested, 0.17% active; AID 485367;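 note: potency is the fitted concentration of half-maximal effect; 0% = uninhibited 1x PFK enzyme wells and -100% = no-enzyme wells; nearly all actives have a fitted effect of over 60% in size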
Target sequence (O15648 whole entry, looked up): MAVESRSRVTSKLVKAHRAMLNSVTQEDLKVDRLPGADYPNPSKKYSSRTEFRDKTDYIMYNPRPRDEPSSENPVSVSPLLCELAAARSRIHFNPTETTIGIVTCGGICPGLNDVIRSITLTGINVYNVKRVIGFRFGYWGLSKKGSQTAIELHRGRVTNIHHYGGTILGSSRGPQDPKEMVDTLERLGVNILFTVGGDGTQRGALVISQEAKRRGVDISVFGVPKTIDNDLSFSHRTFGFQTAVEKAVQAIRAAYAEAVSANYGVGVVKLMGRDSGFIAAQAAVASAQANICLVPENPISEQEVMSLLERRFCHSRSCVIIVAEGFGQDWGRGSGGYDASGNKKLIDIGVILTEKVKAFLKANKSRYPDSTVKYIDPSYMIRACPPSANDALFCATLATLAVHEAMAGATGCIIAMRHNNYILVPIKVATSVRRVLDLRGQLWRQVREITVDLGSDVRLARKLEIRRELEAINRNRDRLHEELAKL
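Luminescent ADP detection (ADP-Glo, two-step: ATP depletion then ADP-to-ATP conversion for luciferase) reported PFK activity after 45 min room-temperature reaction of 1.25 nM enzyme with 0.5 mM F6P and 0.1 mM ATP at pH 8.0.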
Numbers without * were called inactive; ? = inconclusive; · = not tested or not shown; [ ] = remark or other dose. Unless noted, calls come from the whole dose curve; as a rule, active = well fitted curve in the direction sought with a large enough effect; inconclusive = small, poorly fitted or top-dose-only effect, or another doubt; inactive = no such curve, though single readings can be large; an effect the other way counts as inactive or inconclusive.

SMILES,BCR signal inh,Tb PFK inh,hERG WT inh,CXXC DNA block,AT treatment,FBPA coupling cs,Giardia killer,GALK inh,TCR activator,TSHR antagonist
COc1cc(C=NCC2OCCc3ccccc32)cc(OC)c1 (stereo not drawn),?,5%,-2,-4%,4%,1,6,1%,0%[46.1 µM],10
O=C(CCSCc1ccccc1Cl)N1CCN(c2ccccn2)CC1,-4%,1%,-23,-13%,-1%,2,-7,4%,-9%,10
CC(C)(C)NC(=O)CN(C(=O)CNC(=O)c1cccs1)c1ccccc1F,-5%,1%,2,-2%,-9%,1,-13,4%,-1%,-4
CCOC(=O)N1C(=O)[C@](c2ccc(Cl)cc2)(C(C)C)N1C(=O)OCC,?,-3%,-6,11%,26%,-1,-17,·,-3%,6
Cn1c(N)c(C(C[N+](=O)[O-])c2c(F)cccc2Cl)c(=O)n(C)c1=O (stereo not drawn),?,9%,13,7%,7%,1,25,4%,5%,7
CCCn1c(N)[n+](CC(=O)c2ccco2)c2ccccc21,0%,2%,-1,2%,-3%,2,-17,-1%,·,-4
Cc1c(-n2c(SCC(=O)O)nnc2-c2ccccc2Br)c(=O)n(-c2ccccc2)n1C,-1%,1%,-11,10%,-41%,1,-14,1%,-1%,5
Nc1c(-c2ccccc2)cnn1-c1cccc(Cl)c1,?,0%,10,6%,?,0,-10,·,-5%,-7
Clc1ccccc1CSc1nnc(-c2ccncc2)o1,8%,1%,-3,-1%,5%,·,-5,-3%,1%,2
CCOC(=O)C1CCCN(c2c(NCCN(CC)c3ccccc3)c(=O)c2=O)C1 (stereo not drawn),-5%,-1%,11,6%,-6%,0,9,3%,1%,-8
Cc1cc(C)c(C)c(S(=O)(=O)Nc2ccccc2N2CCOCC2)c1C,1%,2%,-2,·,6%,·,-1,·,2%,·
COCc1nnc(NC(=O)c2ccc(S(=O)(=O)N3CCOCC3)cc2)o1,-1%,-15%,-27,1%,-4%,-1,-17,3%,11%,19
O=C(CN(CCc1ccccc1)C(=O)c1csnn1)NCc1ccc(F)cc1,4%,-1%,15,1%,-2%,4,-6,-1%,-7%,10
Cc1cc(NC(=O)COn2nnc3ccc(S(C)(=O)=O)cc32)ccc1Br,-22%,0%,1,-12%,-4%,0,22,0%,-3%,-4
Nc1nc(-c2ccc(Br)cc2)c(S(=O)(=O)c2ccccc2)s1,-10%,-5%,0,0%,7%,-12,3,1%,-3%[46.1 µM],-4

The list goes on.
SMILES,BCR signal inh,Tb PFK inh,hERG WT inh,CXXC DNA block,AT treatment,FBPA coupling cs,Giardia killer,GALK inh,TCR activator,TSHR antagonist
O=C(CCc1ccccc1)Nc1nc2nc(-c3ccccc3)cc(=O)n2[nH]1,-1%,-2%,-5,-9%,7%,7,13,-6%,0%,-5
NC(=O)c1ccc(CSc2nc3ccccc3s2)cc1,-6%,-1%,0,-5%,6%,·,-2,0%,-116%,-10
O=C(NCCc1ccccc1)C1CCC(=O)N(Cc2cccc(C(F)(F)F)c2)C1 (stereo not drawn),4%,1%,-15,18%,-12%,·,16,-5%,-7%,40
CCOC(=O)C1(Cc2ccccc2C)CCCN(Cc2ccc(NC(C)=O)cc2)C1 (stereo not drawn),-10%,-2%,-4,6%,2%,0,-14,1%,·,46
COc1ccc(OCc2nnc(SCC(=O)N3CCCCC3)o2)cc1,1%,3%,16,27%,-5%,1,-3,0%,-2%,-2
COc1ccc(N2CCN(C(=O)CCC(=O)N3CC(C)Oc4ccc(C)cc43)CC2)cc1 (stereo not drawn),-17%,3%,-5,·,-17%,0,-28,·,2%,19
COCCNC(=O)CN(C(=O)CCC(=O)Nc1ccccn1)c1cc(C)ccc1C,1%,-7%,-1,-7%,0%,3,-7,-1%,-1%,6
Cn1c(=O)n(C)c2cc(S(=O)(=O)NCCO)ccc21,-3%,0%,2,-10%,9%,-2,0,-3%,2%,-2
Nc1nonc1-n1nnc(C(=O)N/N=C/c2cccnc2)c1-c1cccs1,1%,-2%,-1,4%,12%,·,21,6%,6%,-11
COc1ccc2cc(CN(CC3CCCO3)C(=S)Nc3ccccc3)c(=O)[nH]c2c1 (stereo not drawn),?,-3%,6,2%,2%,-2,2,1%,-5%,-6
CCCn1c(SCC(=O)Nc2ccc3c(c2)OCCO3)nnc1-c1ccco1,3%,-5%,-4,-3%,2%,-5,4,1%,3%,-2
Clc1ccc(-c2ccc(C=Nc3ccc(N4CCOCC4)cc3)o2)cc1,-2%,2%,-10,0%,-2%,-6,-5,0%,-1%[46.1 µM],-10
CCc1ccc(OCC(=O)Nc2ccc(S(=O)(=O)Nc3ccccn3)cc2)cc1,?,-3%,-6,-6%,1%,1,9,4%,0%,1
COc1ccc(S(=O)(=O)NCC2CCC(C(=O)NCc3ccc(F)cc3)CC2)cc1 (stereo not drawn),5%,1%,-4,4%,3%,3,?,1%,8%,-2
COc1ccccc1N1CCN(C(=O)CCn2c(=O)[nH]c3ccccc3c2=O)CC1,-5%,0%,-1,-2%,1%,0,-9,0%,0%,6

(more compounds)
SMILES,BCR signal inh,Tb PFK inh,hERG WT inh,CXXC DNA block,AT treatment,FBPA coupling cs,Giardia killer,GALK inh,TCR activator,TSHR antagonist
CC1(CCBr)C(=O)N(c2ccccc2)c2ccccc21 (stereo not drawn),0%,-1%,-3,-2%,11%,0,-6,1%,1%,-9
COc1ccc(N/C=C/C(=O)c2cc(OC)c(OC)c(OC)c2)cc1,?,4%,4,-3%,0%,0,17,-3%,-10%,-3
O=C1Nc2ccc(Br)cc2C1Cc1ccccc1F (stereo not drawn),?,-14%,-13,-15%,3%,-22,12,0%,-4%,-9
COc1cc(/C=N/NC(=O)CCN2CCN(C(c3ccccc3)c3ccccc3)CC2)ccc1O,-19%,-1%,-43,-1%,0%,5,7,-3%,-3%[46.1 µM],3
COc1ccc(/C=N/OCC(=O)Nc2cc(C)on2)cc1OC,?,-2%,-4,7%,2%,3,-1,2%,-8%[46.1 µM],5
CCCCOc1cccc(C(=O)Nc2ccc(NC(=O)c3ccco3)cc2)c1,6%,0%,9,2%,4%,-4,2,-1%,-2%,0
CN(CC(=O)NNC(=O)CCNS(=O)(=O)c1ccccc1)S(=O)(=O)c1ccc(Cl)cc1,2%,-2%,-5,·,-6%,·,3,·,-3%,0
CCOc1cc(/C=N/NC(=O)C(N)=O)cc(Br)c1O,5%,1%,-4,-16%,-3%,0,4,8%,-6%,-13
CCN(CC(=O)NC(C)(C)C)C(=O)c1ccc(Br)cc1,?,-1%,1,7%,-2%,0,1,0%,2%,5
Cc1ccc(S(=O)(=O)NCCC(=O)Nc2ccc(S(=O)(=O)NC(C)C)cc2)cc1,-3%,-2%,9,-3%,8%,2,8,7%,1%,-12
O=C(Nc1ccc(N2CCCC2)c(Cl)c1)c1ccc([N+](=O)[O-])o1,?,7%,0,13%,-3%,-13,?,-1%,1%,3
CC(=O)Nc1cn(-c2ccccc2)nc1-c1ccccc1,0%,3%,0,4%,3%,-1,-4,3%,-2%,4
O=C(NCc1ccc(F)cc1)C(Cc1ccccc1)n1cccc1 (stereo not drawn),0%,2%,-39,-6%,2%,3,34[activator],·,4%,8
CCOc1ccc2nc(SCc3cccc(C)c3)nc(C)c2c1,-6%,-18%,0,-7%,-1%,-1,4,4%,6%[46.1 µM],24
O=C(CN1CCOCC1)Nc1ccccc1,?,2%,-1,-1%,0%,-1,14,-3%,3%,10

Next part
SMILES,BCR signal inh,Tb PFK inh,hERG WT inh,CXXC DNA block,AT treatment,FBPA coupling cs,Giardia killer,GALK inh,TCR activator,TSHR antagonist
CCOc1ccc(C2/C(=C(\O)c3ccc4c(c3)OCCO4)C(=O)C(=O)N2CCCN2CCOCC2)cc1OC (stereo not drawn),2%,-2%,11,23%,2%,·,0,-2%,-9%,7
COc1ccc(CN(C)Cc2cc(=O)n3ccsc3n2)c(OC)c1OC,-14%,-1%,0,1%,1%,-1,17,-1%,1%,6
O=C(C1CCCCC1)N1CCC(c2nc3c(nnn3Cc3c(F)cccc3Cl)c(=O)[nH]2)CC1,-2%,-10%,-6,-2%,3%,1,1,-1%,0%[46.1 µM],-7
CCCCNC(=O)c1onc(CS(=O)(=O)c2ccccn2)c1C(=O)NCCCC,-4%,-7%,8,·,12%,·,-6,·,5%,-6
COc1ccc(CNC(=O)c2c(F)c(F)c(F)c(F)c2F)cc1,6%,-4%,-7,7%,3%,1,3,1%,1%[46.1 µM],15
Cc1nnc(SCC(=O)Nc2sc3c(c2C(N)=O)CCCC3)[nH]c1=O,3%,0%,1,-15%,3%,9,15,·,-1%,-5
CCOC(=O)CNC(=O)C1c2cc(OC)c(OC)cc2C(=O)N(C)C1c1ccccc1F (stereo not drawn),3%,-2%,-8,0%,1%,-6,-15,0%,-3%,6
O=C(CNC(=O)c1cccc(N2C(=O)c3ccccc3C2=O)c1)Nc1ccc(F)c(F)c1,?,0%,-1,·,12%,·,18,·,6%,-5

From PubChem
